High-throughput results deposited in PubChem BioAssay by National Center for Advancing Translational Sciences (NCATS).
AmpC no deterg: AmpC beta-lactamase inhibition without detergent | AmpC nitrocefin hydrolysis, absorbance 480 nm, 0.0001% Triton | Potency, µM (series often up to 57.1 µM), without a hit: top-dose activity change, negative = inhibition, most hits filed as inhibitors | hit rate 0.52% among 330,000 | AID 485341;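 also: potency is read from the fitted curve at half-maximal effect; plate controls were no compound for no effect and no enzyme for full effect; nearly all actives have a fitted effect of over 20% in size; some results filed as inactive show a strong effect at the top dose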
Target sequence (P00811 whole entry, looked up): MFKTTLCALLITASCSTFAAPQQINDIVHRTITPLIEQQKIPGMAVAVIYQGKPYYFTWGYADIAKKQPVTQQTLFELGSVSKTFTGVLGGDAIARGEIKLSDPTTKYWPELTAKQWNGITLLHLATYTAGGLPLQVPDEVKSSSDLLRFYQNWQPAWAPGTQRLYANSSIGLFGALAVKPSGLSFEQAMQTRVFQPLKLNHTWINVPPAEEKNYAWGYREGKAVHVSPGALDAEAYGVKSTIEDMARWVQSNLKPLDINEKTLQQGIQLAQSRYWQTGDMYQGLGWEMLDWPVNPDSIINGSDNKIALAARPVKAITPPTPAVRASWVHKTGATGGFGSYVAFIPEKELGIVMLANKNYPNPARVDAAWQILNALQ
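20 mM phosphate pH 7.0 + 0.01% (detergent screen) or 0.0001% Triton X-100; 5.3 nM AmpC reagent; cpd preinc 15 min RT; nitrocefin (800 uM stock) to start; A480 q20 s × 4 min; Activity was normalised to no-enzyme and no-compound control wells.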
HCMV antiviral: human cytomegalovirus inhibition. HFF cells, HCMV-luciferase reporter, 72 h; active compounds read low. activity change, negative = inhibition, % at 57.5 µM. hit rate 4.5% among 410,000; in the data active = activity change below about -60%; inconclusive = no clear call, values can overlap the other calls; inactive = above about -39%
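HFF cells seeded 16 h at 37C, treated with compounds, infected with luciferase-reporter HCMV at MOI 1 PFU/cell; luciferase read at 72 h post infection, normalized to buffer-only and Salinomycin controls.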
LmPK inh: blocks Leishmania mexicana pyruvate kinase activity; Q27686; purified LmPK, Kinase-Glo ATP luminescence, 1 h; Potency, µM (series often up to 57.5 µM), for the others: at the highest dose activity change, negative = inhibition, actives largely listed as inhibitors; hit rate 0.37% among 290,000; AID 1721; also: potency is read from the fitted curve at half-maximal effect
Target sequence (Q27686 whole entry, looked up): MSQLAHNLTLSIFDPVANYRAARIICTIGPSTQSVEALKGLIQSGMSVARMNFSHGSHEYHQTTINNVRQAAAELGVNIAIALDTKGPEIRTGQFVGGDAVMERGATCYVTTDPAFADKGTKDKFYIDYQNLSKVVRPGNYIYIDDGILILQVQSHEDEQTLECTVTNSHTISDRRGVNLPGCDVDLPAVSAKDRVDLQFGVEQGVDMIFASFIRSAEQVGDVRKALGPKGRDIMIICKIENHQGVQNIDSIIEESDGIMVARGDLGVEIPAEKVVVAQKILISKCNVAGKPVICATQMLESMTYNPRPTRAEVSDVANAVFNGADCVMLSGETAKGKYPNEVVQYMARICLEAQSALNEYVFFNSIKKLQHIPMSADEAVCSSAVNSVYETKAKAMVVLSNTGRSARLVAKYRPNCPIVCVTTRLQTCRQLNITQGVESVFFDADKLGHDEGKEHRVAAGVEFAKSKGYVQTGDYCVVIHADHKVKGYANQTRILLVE
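ATP generated from ADP (0.1 mM) and PEP (0.5 mM) by 0.1 nM LmPK over 1 h at room temperature (pH 7.2 imidazole buffer) was detected by coupled luciferase luminescence. Values were normalized to uninhibited and no-enzyme wells.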
AmpC detergent: AmpC beta-lactamase inhibition with detergent present | Potency, µM (doses to about 114 µM), inactives show at the highest dose activity change, negative = inhibition, most hits filed as inhibitors | AmpC hydrolysis of nitrocefin, absorbance 480 nm, 0.01% Triton | hit rate 0.041% among 370,000;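 also: potency is read from the fitted curve at half-maximal effect; 0% = no-compound wells and -100% = no-enzyme wells; nearly all actives have a fitted effect of over 25% in size; some results filed as inactive show a strong effect at the top dose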
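20 mM phosphate pH 7.0 + 0.01% (detergent screen) or 0.0001% Triton X-100; 5.3 nM AmpC reagent; cpd preinc 15 min RT; nitrocefin (800 uM stock) to start; A480 q20 s × 4 min; Activity was normalised to no-enzyme and no-compound control wells.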
AMA1-RON2 inh: AMA1-RON2 (P. falciparum) interaction inhibition; hit rate 0.2% among 360,000; Potency, µM (doses to about 58.2 µM), for inactives: at the highest dose activity change, negative = inhibition, actives largely listed as inhibitors; AlphaScreen AMA1-biotinylated RON2 peptide binding;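 also: potency is read from the fitted curve at half-maximal effect; 0% = vehicle wells and -100% = peptide control; nearly all actives have a fitted effect of over 45% in size; some results filed as inactive show a strong effect at the top dose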
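AMA1 (3D7) with his tag at 25 nM final met compounds first, then biotinylated RON2 peptide at 25 nM; detection used donor plus acceptor beads, 10 µg/mL apiece, read by AlphaScreen after 30 min at room temperature.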
HCV inh: inhibitors of hepatitis C virus infection | Huh7.5.1 HCVcc-Cre infection, luciferase reporter, 44 h | Potency, µM (series often up to 41.8 µM), for the others: top-dose activity change, negative = inhibition, actives largely listed as inhibitors | hit rate 3.4% among 340,000 | AID 651820; also: potency is read from the fitted curve at half-maximal effect
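HCVcc-Cre virus at an moi near 0.5 was added right after compound to cells cultured 4 h from seeding (1,000 cells/well). Luciferase activity was determined 44 h later, 15 min after substrate addition at RT.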
TbPYK inhibitor: inhibitors of Trypanosoma brucei pyruvate kinase; TbPYK enzyme, Kinase-Glo Plus ATP luminescence, 45 min; Potency, µM (top dose mostly 76.8 µM), inactives show top-dose activity, negative = inhibition, most hits filed as inhibitors; AID 624173; hit rate 0.12% among 410,000; also: potency is read from the fitted curve at half-maximal effect; nearly all actives have a fitted effect of over 50% in size
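Activity of T. brucei pyruvate kinase was followed by Kinase-Glo Plus luminescence after the enzyme reacted 45 min at room temperature with 130 uM ADP (final) and substrate. Test compounds were added before ADP at multiple concentrations.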
The depositor's hits bear a star; ? = inconclusive; / = not tested or not shown; & = joins results of further samples; [ ] = dose if it differs, or a comment. Unless noted, calls follow the shape of the dose curve; as a rule, active = well fitted curve in the direction sought with a large enough effect; inconclusive = small, poorly fitted or top-dose-only effect, or another doubt; inactive = no such curve, though single readings can be large; an effect the other way counts as inactive or inconclusive. Unless noted, % is scaled to controls: 0 for no effect and ±100 for the full control effect.

SMILES	AmpC no deterg	HCMV antiviral	LmPK inh	AmpC detergent	AMA1-RON2 inh	HCV inh	TbPYK inhibitor
CN(C)/C=N/C(=S)Nc1ccc(F)cc1	/	0	-2%	-3%	-4%	7%	2%
CC(C)(C)C(=O)Oc1cc(N)n(S(=O)(=O)c2ccccc2)n1	-17%	5	4%	-12%	-10%	10%&7%	0%
Cc1cc(N2CCCC2)nc2ccc(NC(=S)NCCCOC(C)C)cc12	-3%	?	10%	7%	-12%	?	10%
COc1ccccc1OCC(=O)NNC(=O)CCCC(=O)NNC(=O)COc1ccccc1OC	0%	-36	-1%	-7%	98%[activator]	12%	-4%
CCN(CC)S(=O)(=O)c1ccc2c(c1)N(CC(=O)NCCc1ccccc1)C(=O)CO2	/	20	/	7%	/	/	-10%
COc1ccc(CNC(=O)CN2C(=O)COc3ccc(S(=O)(=O)N4CCCCC4)cc32)cc1	-23%	0&15	-1%	-9%&-1%	-6%	-3%	0%&0%
COc1ccc(CCNC(=O)c2nnn(CC(=O)Nc3ccccc3C)c2N)cc1OC	8%	1	-8%	5%	-14%	3%	-3%
CN(C)S(=O)(=O)c1cc(NC(=O)C2=COCCO2)ccc1Cl	-10%	-5	/	?	-1%	23%	2%
Cc1cc(C)n(CC(C)NCc2c(C(=O)N3CCOCC3)nc3c(C)cccn23)n1 (stereo not drawn)	-1%	16	1%	-7%	13%	3%	-6%
COc1ccc(S(=O)(=O)N2CCC(N3CCN(Cc4ccc(F)cc4)C(=O)C3=O)CC2)cc1	/	-9	/	2%	/	/	-2%

Reprinted from the part before: three entries, then new ones.
SMILES	AmpC no deterg	HCMV antiviral	LmPK inh	AmpC detergent	AMA1-RON2 inh	HCV inh	TbPYK inhibitor
CN(C)S(=O)(=O)c1cc(NC(=O)C2=COCCO2)ccc1Cl	-10%	-5	/	?	-1%	23%	2%
Cc1cc(C)n(CC(C)NCc2c(C(=O)N3CCOCC3)nc3c(C)cccn23)n1 (stereo not drawn)	-1%	16	1%	-7%	13%	3%	-6%
COc1ccc(S(=O)(=O)N2CCC(N3CCN(Cc4ccc(F)cc4)C(=O)C3=O)CC2)cc1	/	-9	/	2%	/	/	-2%
OCc1cnc(SCc2ccccc2)n1Cc1ccccc1	3%	-64*	-2%	1%	-17%	8%	0%
COc1ccc2cc(CN(Cc3cccnc3)Cc3nnnn3Cc3ccccc3)c(=O)[nH]c2c1	62%[activator]	3	-7%	-6%	1%	10%	4%
CN(CC(=O)Nc1ccc(Cl)cc1F)S(=O)(=O)c1ccc2c(c1)n(C)c(=O)c(=O)n2C	/	-6	/	-5%	/	/	1%
NC(=O)c1ccsc1NC(=O)COC(=O)c1cnccn1	-6%	-7	/	-3%	-1%	42%[activator]	-1%
COc1ccccc1/C=C(\C#N)C(=O)NCC1CCCO1 (stereo not drawn)	/	-8	/	-2%	/	/	-2%
COc1ccc(NC(=O)N(C)C[C@H]2OCCCC[C@@H](C)Oc3ccc(NC(=O)c4ccccc4)cc3C(=O)N([C@H](C)CO)C[C@@H]2C)cc1	/	43	/	/	0%	/	2%
CC(=O)Nc1cccc(Oc2ccc3c(c2)C(=O)N(CCC(=O)O)C3=O)c1	7%	30	-1%	-21%	-1%	21%	-8%
O=c1[nH]c(=S)[nH]c(O)c1N=Nc1ccc(SC(F)F)cc1	-20%	-61*	-17%	5%	90%[activator]	1%	-20%
Cc1cccc(NC(=O)N2CCC(c3nc4ccccc4o3)CC2)c1	-2%	0	1%	-17%	-2%	/	1%
O=c1c2c([N+](=O)[O-])cc([N+](=O)[O-])cc2nc2ccccn12	-27%	4	1%	?	2%	-3%	1%
O=C(CCS(=O)(=O)c1ccc(F)cc1)Nc1nc(-c2ccccn2)cs1	-40%	-106*	4%	-6%	111%[activator]	-1%	-2%
CC(C)(C)NS(=O)(=O)CC12CCC(CC1=O)C2(C)C (stereo not drawn)	-3%	14	0%	-2%	5%	3%	-6%
Cc1ccc(-c2cc3ncc4c(n3n2)-c2cc(F)ccc2OC4)cc1	/	25	/	-2%	/	/	7%
N#Cc1nc(/C=C/c2ccc(F)cc2)oc1N1CCCCCC1	/	-19	/	-6%	/	/	0%
Cc1ccc(SCCC(=O)N/N=C/c2ccccc2O)cc1	-29%	-85*	2%	-4%	108%[activator]	?	-1%
CCC(=O)N=C1SC2CS(=O)(=O)CC2N1c1cccc(OC)c1 (stereo not drawn)	-18%	9	-4%	-1%	10%	0%	4%
COc1ccc(NC(=O)Cc2c(F)cccc2Cl)c(OC)c1	-19%	1	1%	-3%	-3%	?	-1%
CCOc1ccc(N(CC(N)=O)S(=O)(=O)c2ccc(F)cc2)cc1	20%	6	2%	?	-1%	17%	-7%
Cc1cccc(C)c1OCC(=O)NNC(=O)CCNC(=O)c1ccco1	-16%	-3	/	-8%	66%[activator]	13%	0%
O=C1[C@H]2[C@@H](c3ccc(F)cc3)N3C(=O)N(c4cccc(Cl)c4)C(=O)[C@@]3(Cc3ccc(Cl)cc3)[C@H]2C(=O)N1C1CCCCC1	-39%	30	0%	?	11%	18%	5%
CNC(C)C(=O)NC(C(=O)NC(C)C(=O)Nc1cccc2ccccc12)C(C)C (stereo not drawn)	/	27	/	/	5%	/	-2%
O=S(=O)(NCCSc1nc2ccccc2o1)c1ccccc1	-14%	-32	3%	-4%	1%	2%	-5%
Cc1cccc(C(=O)N2CCc3cc(CNC(=O)c4ccnn4C)ccc32)c1	/	4	/	-3%	/	/	-4%
CC(C)OP(=O)(OC(C)C)C(NCc1ccccc1)c1ccccc1 (stereo not drawn)	141%[activator]	-8	2%	-3%	-5%	-12%	-3%
O=C(CN1CCCC1)N1c2ccccc2Sc2ccc(C(F)(F)F)cc21	15%	?	4%	-4%	-6%	?	-1%
O=C(Cn1nnc2ccccc21)Nc1ccccc1[N+](=O)[O-]	-16%	-18	7%	2%	40%[activator]	14%	0%
CC/C(=N\NC(=O)C1CC1)c1cccc(Cl)c1	-29%	-7	-2%	-1%	10%	6%	4%
O=C(c1cnccn1)N1CCc2c([nH]c3ccccc23)C1c1cccc(Cl)c1 (stereo not drawn)	-4%	-12	8%	5%	?	?	-3%
CC1=C(C(=O)N(C(C)C)C(C)C)CC(CC(=O)NCCCCc2ccccc2)C(=O)N1Cc1ccc(C(C)(C)C)cc1 (stereo not drawn)	/	-105*	/	/	10%	/	-16%
COc1ccccc1-n1c(SCC(=O)Nc2cccc(C(=O)O)c2)nnc1-c1ccccc1O	-21%	10	8%	?	52%[activator]	7%	9%
O=C(NNC(=O)C1CC2CCC1C2)c1sc2ccccc2c1Cl (stereo not drawn)	-23%	63	-1%	-2%	56%[activator]	-15%	-1%
COC(=O)C1=C(C)Nc2nc(SCc3ccccc3)[nH]c(=O)c2C1c1cccs1 (stereo not drawn)	-10%	1	0%	-16%	-6%	-1%[8.37 µM]	-5%
COc1ccc(C2Nc3ccccc3C(=O)N2NS(=O)(=O)c2ccc(C)cc2)c(OC)c1 (stereo not drawn)	-3%	-16	-10%	-10%	2%	?	-2%
Cn1c(CNc2ccc(Cl)cc2)nnc1SCCN1CCCCC1	-4%	9	-2%	-8%	4%	-8%	-6%
Cc1ccccc1-n1nc(CSc2nc3ccccc3[nH]2)c(-c2ccccc2)c1N	-40%	-87*	-2%	-4%	-1%	?	-11%
Cc1ccc(N(C(C)C(=O)Nc2ccccc2C(=O)N2CCOCC2)S(C)(=O)=O)cc1C (stereo not drawn)	19%	-6	-1%	?	-8%	9%	-1%
Fc1ccc(-c2nnc3n2CCCCC3)cc1	-22%	6	-3%	-10%	-10%	8%	5%
O=C1CC2OCC=C3CN4CCC56c7cc([N+](=O)[O-])ccc7N1C5C2C3CC46 (stereo not drawn)	-38%	-88*	1%	-2%	-4%	0%	-3%
O=C1NC(=O)C(CC(=O)N(c2ccccc2)C2(C(=O)NC3CCCC3)CCCCC2)N1 (stereo not drawn)	11%	/	3%	?	-3%	-12%	1%
O=C(C#Cc1ccccc1)c1ccc([N+](=O)[O-])cc1	-17%	-88*	6%	?	-24%	?	2%
CC1(C)CC(=O)C2=C(C1)OC(N)=C(C#N)C2C#Cc1ccccc1 (stereo not drawn)	-38%	-18	3%	-9%	-8%	2%	-21%
NC(=O)CNc1n[nH]c(=S)[nH]c1=O	1%	-6	-1%	-4%	4%	11%	-3%
COc1ccc(NC2Oc3cc4c(cc3C(c3cc(OC)c(OC)c(OC)c3)C2C)OCO4)cc1 (stereo not drawn)	/	-77*	/	/	-26%	?	-4%
CO/N=C/C=C1/N(C)c2ccccc2C1(C)C	-1%	-17	0%	5%	11%	-4%	-2%
O=C(Cn1cnc2c(NCc3ccccc3)ncnc21)NCCc1cc2ccccc2[nH]1	-20%	11	/	/	6%	5%	-8%
c1ccc(CNc2c3c(nc4ncnn24)CCCC3)nc1	-7%	21	-2%	7%	109%[activator]	5%	3%
Cc1ccc(S(=O)(=O)Nc2c(C)n(C)n(-c3ccccc3)c2=O)cc1C(=O)NCc1ccccc1	-29%	-15	/	?	5%	-10%	1%
Cc1cc(C(F)F)n2nc(C(=O)Nc3ccc(C(C)C)cc3)nc2n1	/	-1	/	8%	/	/	1%
COc1ccccc1C(=O)Nc1nnc(SCc2cc(=O)c3ccccc3[nH]2)s1	/	-39	/	16%	/	/	2%
Cc1cc(NC(=O)CON=C(N)CC(=O)Nc2ccccc2Cl)ccc1Br	-6%	-28	/	-13%	16%	?	1%
Next part.
SMILES	AmpC no deterg	HCMV antiviral	LmPK inh	AmpC detergent	AMA1-RON2 inh	HCV inh	TbPYK inhibitor
COc1ccc(/C=C/C(=O)Oc2cc(O)cc(O)c2)cc1	-53%	-31	1%	?	11%	20%	2%
CC(C)(C)OC(=O)N(CC1CCNCC1)C(=O)c1[nH]c(C(F)(F)F)nc1-c1ccccc1	/	-19	/	/	?	/	5%
COc1ccc(N(CC(=O)Nc2cc(C)on2)S(=O)(=O)c2cc(C)ccc2C)cc1	-32%	-91*	0%	?	3%	-16%	1%
CCOc1ccc2nc(Cl)c(C3CC(c4ccccc4)=NN3C(=O)c3cccs3)cc2c1 (stereo not drawn)	-11%	-20	-3%	-6%	1%	0%	-1%

In the list so far, these contain a COOH group.
SMILES	AmpC no deterg	HCMV antiviral	LmPK inh	AmpC detergent	AMA1-RON2 inh	HCV inh	TbPYK inhibitor
CC(=O)Nc1cccc(Oc2ccc3c(c2)C(=O)N(CCC(=O)O)C3=O)c1	7%	30	-1%	-21%	-1%	21%	-8%
COc1ccccc1-n1c(SCC(=O)Nc2cccc(C(=O)O)c2)nnc1-c1ccccc1O	-21%	10	8%	?	52%[activator]	7%	9%
